# Bioassay records deposited in PubChem BioAssay by National Center for Advancing Translational Sciences (NCATS).
# GLS inh: qHTS for Inhibitors of Glutaminase (GLS); Glutaminase kidney isoform, mitochondrial (Homo sapiens), O94925; GLS enzymatic activity, qHTS titration; Potency, µM (highest dose often 45.5 µM), inactives show at the highest dose activity change, negative = inhibition, usual class: inhibitors; hit rate 0.21% among 410,000; AID 624170, 2012; also: % is scaled to controls: 0 for no effect and ±100 for the full control effect
# Target sequence (O94925 whole entry, looked up, canonical isoform): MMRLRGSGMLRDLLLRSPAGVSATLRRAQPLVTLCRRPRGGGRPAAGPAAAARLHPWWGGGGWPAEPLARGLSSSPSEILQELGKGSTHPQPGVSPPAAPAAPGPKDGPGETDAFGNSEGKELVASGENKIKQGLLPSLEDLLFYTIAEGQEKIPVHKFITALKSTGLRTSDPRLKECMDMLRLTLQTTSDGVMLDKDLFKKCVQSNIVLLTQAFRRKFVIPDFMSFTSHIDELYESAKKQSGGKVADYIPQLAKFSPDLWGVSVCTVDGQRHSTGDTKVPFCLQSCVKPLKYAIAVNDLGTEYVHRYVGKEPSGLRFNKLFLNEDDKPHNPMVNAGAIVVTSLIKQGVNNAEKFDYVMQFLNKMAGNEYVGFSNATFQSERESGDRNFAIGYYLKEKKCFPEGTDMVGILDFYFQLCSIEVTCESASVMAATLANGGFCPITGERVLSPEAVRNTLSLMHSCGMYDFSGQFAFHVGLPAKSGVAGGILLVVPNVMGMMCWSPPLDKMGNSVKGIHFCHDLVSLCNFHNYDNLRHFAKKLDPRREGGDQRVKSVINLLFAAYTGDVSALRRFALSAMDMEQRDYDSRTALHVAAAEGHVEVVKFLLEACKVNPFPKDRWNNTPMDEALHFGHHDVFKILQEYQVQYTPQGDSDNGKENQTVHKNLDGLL
#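 Enzyme dispensed in phosphate buffer (45 mM, pH 8.2, 0.02% Tween-20), compounds pinned in, then 1 mM L-glutamine solution and the glutamate oxidase–HRP–Amplex Red mix added; fluorescence read immediately and again after 30 min at room temperature.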
# JMJD2A Tudor inh: qHTS Assay for Inhibitors of JMJD2A-Tudor Domain; Lysine-specific demethylase 4A (Homo sapiens), O75164; AlphaScreen JMJD2A-Tudor / H3K4me3 peptide binding; Potency, µM (top dose mostly 114 µM), for the others: top-dose activity change, negative = inhibition, most hits filed as inhibitors; hit rate 4.4% among 390,000; also: % is scaled to controls: 0 for no effect and ±100 for the full control effect; nearly all actives have a fitted effect of over 50% in size
# Pol iota inh: qHTS for Inhibitors of Polymerase Iota | Pol iota fluorescent replication assay, 10 min | Potency, µM (top dose mostly 115 µM), without a hit: at the highest dose activity, negative = inhibition, hits mostly inhibitors | AID 588590, 2011 | hit rate 1% among 390,000
#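 Pol iota at 10 nM preincubated 15 min with compounds at room temperature; reaction started with fluorescent substrate, 50 nM final. Fluorescence read kinetically at 0 and 10 min; buffer-only wells as negative control.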
# BAZ2B block: qHTS Assay for Inhibitors of BAZ2B | Bromodomain adjacent to zinc finger domain protein 2B (Homo sapiens), Q9UIF8 | AlphaScreen BAZ2B-H3K14Ac peptide displacement | hit rate 4.4% among 360,000 | Potency, µM (series often up to 114 µM), for the others: top-dose activity change, negative = inhibition, actives largely listed as inhibitors; also: % is scaled to controls: 0 for no effect and ±100 for the full control effect; nearly all actives have a fitted effect of over 60% in size
#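 BAZ2B 50 nM plus b-H3(5-23)K14Ac 50 nM, PBS pH 7.4/0.01% Tween-20, 30 min RT; compound added (max 110 uM), 30 min RT; streptavidin donor/Ni-chelate acceptor beads 10 ug/mL final, 20 min dark; AlphaScreen read.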
# HP1b chromo inh: HTS for Inhibitors of HP1-beta Chromodomain Interactions with Methylated Histone Tails; Chromobox protein homolog 1 (Homo sapiens), P83916; hit rate 0.56% among 390,000; AlphaScreen HP1-beta / biotin-H3K9me3 peptide binding; Potency, µM (titrated, usually from 114 µM), for the others: at the top dose activity change, negative = inhibition, actives largely listed as inhibitors; also: nearly all actives have a fitted effect of over 70% in size; inactives centre near 23
# Target sequence (P83916 whole entry, looked up): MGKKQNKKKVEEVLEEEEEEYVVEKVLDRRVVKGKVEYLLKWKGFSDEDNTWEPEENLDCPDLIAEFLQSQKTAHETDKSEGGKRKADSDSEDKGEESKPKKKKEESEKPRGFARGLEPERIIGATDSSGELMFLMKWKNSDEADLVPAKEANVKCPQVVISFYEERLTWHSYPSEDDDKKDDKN
#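 Compound inhibition of the preformed complex between 50 nM HP1-beta and 50 nM biotinylated H3K9me3 peptide was read by AlphaScreen. Buffer was PBS pH 7.4 with 0.01% Tween-20. Incubations ran 30 min at room temperature, with 10 ug/mL donor/acceptor beads.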
# Tb PGK inh: qHTS Assay to Find Inhibitors of Phosphoglycerate Kinase. Phosphoglycerate kinase, glycosomal (Trypanosoma brucei brucei), P07378. PGK/GAPDH coupled, Kinase-Glo luminescence, 60 min. Potency, µM (highest dose often 57.5 µM), for the others: top-dose activity change, negative = inhibition, most hits filed as inhibitors. hit rate 0.043% among 380,000. AID 602233, 2012; also: % is scaled to controls: 0 for no effect and ±100 for the full control effect; nearly all actives have a fitted effect of over 60% in size
#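 Recombinant glycosomal PGK reaction used 1,3-bisphosphoglycerate generated in-well by GAPDH (100nM final) in 100mM TEA pH 7.6, 5mM MgCl2, 0.01% Tween-20. After 60 minutes at room temperature, ATP was read by Kinase-Glo Plus luminescence end-point.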
# BLM inh: qHTS Assay for Inhibitors of Bloom's syndrome helicase (BLM) | RecQ-like DNA helicase BLM (Homo sapiens), P54132 | hit rate 0.2% among 350,000 | Potency, µM (titrated, usually from 56.1 µM), for the others: at the highest dose activity change, negative = inhibition, usual class: inhibitors | recombinant BLM DNA unwinding, fluorescence dequenching;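 also: plate controls were vehicle for no effect and no enzyme for full effect; nearly all actives have a fitted effect of over 35% in size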
# Pin1 inhibitor: qHTS Assay to Find Inhibitors of Pin1; Peptidyl-prolyl cis-trans isomerase NIMA-interacting 1 (Homo sapiens), Q13526; Pin1 FP peptide displacement, HiFluor488, 10 min; Potency, µM (doses to about 115 µM), without a hit: top-dose activity, negative = inhibition, actives largely listed as inhibitors; hit rate 0.009% among 390,000; AID 504891, 2011; active = well fitted inhibition curve with a large enough effect in the polarisation, with a control signal flat, not every such curve was filed as active; inconclusive = small, poorly fitted or top-dose-only effect, or effect the other way, or a change in a side signal; inactive = no such curve, though single readings can be large or run the other way; the % refers to the polarisation; also: % is scaled to controls: 0 for no effect and ±100 for the full control effect
# Target sequence (Q13526 whole entry, looked up): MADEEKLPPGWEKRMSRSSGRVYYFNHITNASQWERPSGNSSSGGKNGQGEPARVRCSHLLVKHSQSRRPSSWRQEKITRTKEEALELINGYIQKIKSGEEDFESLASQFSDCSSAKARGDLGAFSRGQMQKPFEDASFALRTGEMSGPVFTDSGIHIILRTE
# G9a inh: qHTS Assay for Inhibitors of Histone Lysine Methyltransferase G9a. G9a H3K9 monomethylation, AlphaScreen, 2 h. Potency, µM (series often up to 102 µM), without a hit: top-dose activity, negative = inhibition, usual class: inhibitors. hit rate 8.8% among 350,000. AID 504332, 2011; also: % is scaled to controls: 0 for no effect and ±100 for the full control effect; nearly all actives have a fitted effect of over 75% in size
#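 Enzyme 20 nM + cpd, 15 min RT; add b-H3K9 pep 500 nM / SAM 20 uM; 2 h RT; anti-H3K9me1 Ab 0.5 ug/mL + SA donor / anti-rabbit acceptor beads 20 ug/mL each, 10 min; AlphaScreen read.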
# An asterisk follows results filed as active; i = inactive; ? = inconclusive; / = no result given; & = joins results of further samples; [ ] = another dose, or the depositor's remark. Unless noted, calls follow the shape of the dose curve; as a rule, active = well fitted curve in the direction sought with a large enough effect; inconclusive = small, poorly fitted or top-dose-only effect, or another doubt; inactive = no such curve, though single readings can be large; an effect the other way counts as inactive or inconclusive. Potency is read from the fitted curve at half-maximal effect.
1. O=C(Nc1ccc(F)cc1)Nc1cccnc1Cl
2. CCOC(=O)c1ccc(NC(=O)c2cc(=O)c3cc(CC)ccc3o2)cc1
3. O=C(NC(NCc1cccnc1)C(Cl)(Cl)Cl)c1cccc2ccccc12 (stereo not given)
4. Cc1cc(C)n(C(C)CC(=O)Nc2cccc(C(F)(F)F)c2)n1 (stereo not given)
5. Cc1ccc(C(=O)N/N=C\c2ccc[nH]2)cc1[N+](=O)[O-]
6. CCC1C(=O)NCCN1C(=O)c1ccccc1OC1CCN(S(C)(=O)=O)CC1 (stereo not given)

Assay by compound,1,2,3,4,5,6
GLS inh,-2%,7%,-2%,10%,25%,0%
JMJD2A Tudor inh,-2%,-33%,-4%,-15%,-9%,-16%
Pol iota inh,-5%,25%,4%,19%,-12%,23%
BAZ2B block,0%,-3%,8%,-4%,11%[57.1 µM],8%
HP1b chromo inh,27%,28%,25%,25%,24%,21%
Tb PGK inh,-10%,-11%,i,2%,1%,-3%
BLM inh,-3%,-8%,2%,-1%,-8%,1%
Pin1 inhibitor,-2%,20%,-1%,-3%,-1%,4%
G9a inh,18%,2%[59 µM],-8%[59 µM],7%[59 µM],4%[12.7 µM],42%

7. CCOc1ccc(Br)cc1S(=O)(=O)NCCN1CCCC1
8. CC(C)[C@H](NS(=O)(=O)c1ccc2c(c1)OCCO2)C(=O)OCC(=O)Nc1ccccc1Cl
9. COc1ccc2cc(/C=N/NC(=O)c3c(Cl)cnn3C)c(Cl)nc2c1
10. CCCc1nc2ccc(NC(=O)NCCC(=O)OCC)cc2c(=O)n1Cc1ccc(Cl)cc1
11. COc1ccc(-c2cc(C)no2)cc1S(=O)(=O)NCCCN1CCCCCC1
12. Cc1cccc(N2CC(C(=O)Nc3nnc(SCC(=O)N4CCOCC4)s3)CC2=O)c1 (stereo not given)

Assay by compound,7,8,9,10,11,12
GLS inh,3%,0%,4%,5%,8%,-13%
JMJD2A Tudor inh,-1%,-1%,-18%,-6%,-20%,-27%
Pol iota inh,27%,9%,10%,-2%,-8%,?
BAZ2B block,-34%,9%,-12%,-4%,-6%,-25%
HP1b chromo inh,35%,24%,8%,15%,32%,22%
Tb PGK inh,i,-8%,-3%,-4%,4%,-5%
BLM inh,0%,-2%,-2%,-2%,2%,-17%
Pin1 inhibitor,3%,3%,?,?,-1%,?
G9a inh,-35%,20%[59 µM],7%,10%[59 µM],13%[59 µM],45µM*

13. O=C(NCCN1CCOCC1)c1ccccc1[N+](=O)[O-]
14. COc1cc(OC)cc(C(=O)NNC(=S)NCc2ccco2)c1
15. CCC1=C(OC(=O)N(CC)CC)N2C(=O)OC(=NCC(=O)OC)[C@]2(Cc2ccccc2)[C@H]2C1=CC[C@H]1C(=O)N(CC(=O)OC)C(=O)[C@H]12
16. Cc1c(C)n(CCCN(C)C)c2ncnc(Nc3ccc(F)cc3)c12
17. Nc1ccn(Cc2cccc(Cl)c2)n1
18. Cc1ccc(NCc2ccc(O)c3ncccc23)cc1C

Assay by compound,13,14,15,16,17,18
GLS inh,10%,8%,5%,0%,0%,1%
JMJD2A Tudor inh,-1%,-26%,-21%,-31%,-1%,?
Pol iota inh,38%[activator],15%,?,26%,-13%,35%[activator]
BAZ2B block,-19%,-25%,2%,-16%,-14%,13%
HP1b chromo inh,35%,19%,14%,26%,10%,11%
Tb PGK inh,3%,-3%,-6%,-6%,8%,-7%
BLM inh,0%,-3%,1%&-2%,4%,-1%,-1%
Pin1 inhibitor,-8%,-3%,-6%,-10%,2%,-2%
G9a inh,/,48%[12.7 µM],5%[59 µM],?,6%,18%

# Among those listed so far, these contain an aryl methoxy group.
9. COc1ccc2cc(/C=N/NC(=O)c3c(Cl)cnn3C)c(Cl)nc2c1
11. COc1ccc(-c2cc(C)no2)cc1S(=O)(=O)NCCCN1CCCCCC1
14. COc1cc(OC)cc(C(=O)NNC(=S)NCc2ccco2)c1

Assay by compound,9,11,14
GLS inh,4%,8%,8%
JMJD2A Tudor inh,-18%,-20%,-26%
Pol iota inh,10%,-8%,15%
BAZ2B block,-12%,-6%,-25%
HP1b chromo inh,8%,32%,19%
Tb PGK inh,-3%,4%,-3%
BLM inh,-2%,2%,-3%
Pin1 inhibitor,?,-1%,-3%
G9a inh,7%,13%[59 µM],48%[12.7 µM]

# (next part)
19. CC1CCN(S(=O)(=O)N2CCC(C(=O)NCCc3ccccc3)CC2)CC1
20. CCCNC(=O)CSC1=N/C(=C/c2ccc(F)cc2)C(=O)N1CC
21. COC(CNS(=O)(=O)c1ccc(S(=O)(=O)N2CCCC2)cc1)OC
22. C=CC[C@@H](Cc1ccc(F)cc1)C(=O)OC[C@H]1CCCN1C(=O)[C@H](CC=C)CC(=O)NCCO
23. COc1ccc(/C=N/NC(=O)CNS(=O)(=O)c2ccccc2)cc1
24. Cc1cc(-c2ccn[nH]2)c(C)s1

Assay by compound,19,20,21,22,23,24
GLS inh,1%,3%,-3%,5%,8%,8%
JMJD2A Tudor inh,-28%,-10%,-7%,1%,1%,-15%
Pol iota inh,15%,14%,143%[activator],27%,4%,-24%
BAZ2B block,23%[57.1 µM],8%,-17%,/,-10%,-9%
HP1b chromo inh,?,19%,19%,44%[activator],15%,22%
Tb PGK inh,-1%,i,-4%,0%,-1%,-4%
BLM inh,1%,-1%,-1%,/,/,-2%
Pin1 inhibitor,-11%,0%,4%,1%,0%,2%
G9a inh,0%,15%[59 µM],1%[12.7 µM],/,-35%[12.7 µM],-4%

25. O=S(=O)(c1cccc2ccccc12)N1CCC2CC1c1cc(-c3ccc(F)cc3)ccc12 (stereo not given)
26. O=C1NCCCC1C(=O)N/N=C/c1cccc(Cl)c1 (stereo not given)
27. Cc1nnc(Nc2ccc3c(c2)OCO3)c2ccccc12
28. CC(=O)Oc1ccc2nc(-c3ccc(Br)o3)oc(=O)c2c1
29. COc1nc(-c2ccccc2)c2cc(Br)ccc2n1
30. O=C(Nc1c[nH]c(=O)[nH]c1=O)c1ccccc1Cl

Assay by compound,25,26,27,28,29,30
GLS inh,2%,9%,18%,-6%,1%,7%
JMJD2A Tudor inh,-7%,-9%,-7%,6%,60%[activator],-11%
Pol iota inh,11%,54%[activator],?,33%,20%,126%[activator]
BAZ2B block,/,4%,/,-12%,/,2%
HP1b chromo inh,28%,34%,34%,37%,76%[activator],19%
Tb PGK inh,7%,i,-5%,-2%,i,8%
BLM inh,/,0%,-2%,-5%,/,-2%
Pin1 inhibitor,25%,1%,-6%,3%,0%,-5%
G9a inh,/,/,7%[59 µM],?,/,/

31. O=C(NNC(=O)c1ccc(-c2ccccc2)cc1)c1ccccc1
32. Cc1cccc(N2CCN(C(=O)c3ccc(CNc4c(N5CCC(C)CC5)c(=O)c4=O)cc3)CC2C)c1 (stereo not given)
33. COc1ccc(NC(=O)C2=CCN(S(=O)(=O)c3ccccc3)CC2)cc1OC
34. Cc1nn(CC(C)C(=O)N2CCN(S(=O)(=O)c3ccc(Cl)cc3)CC2)c(C)c1C (stereo not given)
35. CCN(CC)C(=O)c1cccc(NC(=O)c2cc(-c3ccccn3)nc3ccccc23)c1
36. CCn1c(C)c2c([n+]1CC)CC(C)(C)CC2=O

Assay by compound,31,32,33,34,35,36
GLS inh,-11%,9%,-1%,2%,6%,-8%
JMJD2A Tudor inh,-28%,-34%,-21%,-6%,?,32µM*
Pol iota inh,79µM*,1%,12%,161%[activator],20%,-10%
BAZ2B block,3%,?,?,-20%,0%,7%
HP1b chromo inh,22%,-6%,9%[57 µM],4%,4%,-3%
Tb PGK inh,-8%,0%,i,-7%,16%,0%
BLM inh,-14%,-12%,-1%,3%,/,-5%
Pin1 inhibitor,12%,4%,0%,0%,-7%,1%
G9a inh,-12%,-7%,/,10%,?,16µM*

37. C=CCC1(Cl)C(=O)C(Cl)=C(N2CCN(C)CC2)C1(OC)OC (stereo not given)
38. O=C(NCCN1CCOCC1)c1cc(-c2ccccc2)on1
39. CCCCNC(=O)CSc1nc2cc3c(cc2c(=O)n1CCCCCC(=O)NCc1ccc(OC)cc1)OCO3
40. CN1CCc2c(C#N)c(N3CCCCC3)nc(N3CCOCC3)c2C1
41. O=C1CN(C(=O)c2ccccc2)C(c2ccccc2)c2cc(F)ccc2N1 (stereo not given)
42. CCOC(=O)c1c(-c2ccccc2)csc1NC(=O)c1nc(S(=O)(=O)CC)ncc1Cl
43. CCN(CC)C(=O)c1ccc2nc(-c3ccccc3)c(-c3ccccc3)nc2c1
44. Nc1cccc(-c2cn3ccsc3n2)c1

Assay by compound,37,38,39,40,41,42,43,44
GLS inh,-4%,-2%,8%,8%,-1%,-7%,8%,2%
JMJD2A Tudor inh,-1%,-10%,2%,-13%,1%,?,-28%,-21%
Pol iota inh,24%,20%,25%,2%,17%,-2%,10%,20%
BAZ2B block,-10%,13%,-1%,/,-3%,?,-7%,?
HP1b chromo inh,28%,29%,43%[activator],5%,28%,?,3%,7%[57 µM]
Tb PGK inh,9%,/,1%,-8%,-8%,-6%,i,-6%
BLM inh,-1%,0%,0%,/,-3%,1%,-4%,1%
Pin1 inhibitor,-4%,-2%,-2%,1%,-13%,13%,0%,4%
G9a inh,3%,8%[12.7 µM],-2%[59 µM],/,-6%,?,-12%,6%[59 µM]

# A portion of the library. The share of hits here may be higher or lower than overall.
